Anthrax LF prot – Bacillus anthracis LF protease inhibitors, primary screen, biochemical, multiplex microsphere, MLPCN library | Lethal factor (Bacillus anthracis), P15917 | multiplex microsphere protease cleavage assay | inhibition, % at 10 µM | 360,000 tested, 0.12% active; in the data active means inhibition above about 30%; inconclusive means no clear call, values can overlap the other calls; further: plate controls were buffer without enzyme for full effect and enzyme alone for no effect
MazF activator – activators of E. coli MazEF toxin-antitoxin RNase, primary screen, biochemical, fluorescence, uHTS; Endoribonuclease toxin MazF (Escherichia coli (strain K12)), P0AE70; FAM/BHQ RNA-DNA oligo cleavage fluorescence, 5 h; activation, % at 20 µM; 350,000 tested, 0.32% active; AID 504720, 2011; in the data active means activation above about 50%
Target sequence (P0AE70 whole entry, looked up): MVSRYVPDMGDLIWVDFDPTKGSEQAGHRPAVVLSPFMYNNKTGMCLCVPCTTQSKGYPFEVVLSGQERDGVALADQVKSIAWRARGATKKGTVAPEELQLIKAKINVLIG
Rv3671c protease – Rv3671c serine protease inhibitors, primary screen, biochemical, fluorescence polarization, M. tuberculosis H37Rv | P9WHR9 | inhibition, % at 5.96 µM | 320,000 tested, 0.048% active | AID 2606, 2010; in the data active means inhibition above about 38%;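 further: extracellular domain of Rv3671c used as enzyme; 0% = enzyme with DMSO and 100% = no enzyme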
Target sequence (P9WHR9 whole entry, looked up, the tested form may be a part): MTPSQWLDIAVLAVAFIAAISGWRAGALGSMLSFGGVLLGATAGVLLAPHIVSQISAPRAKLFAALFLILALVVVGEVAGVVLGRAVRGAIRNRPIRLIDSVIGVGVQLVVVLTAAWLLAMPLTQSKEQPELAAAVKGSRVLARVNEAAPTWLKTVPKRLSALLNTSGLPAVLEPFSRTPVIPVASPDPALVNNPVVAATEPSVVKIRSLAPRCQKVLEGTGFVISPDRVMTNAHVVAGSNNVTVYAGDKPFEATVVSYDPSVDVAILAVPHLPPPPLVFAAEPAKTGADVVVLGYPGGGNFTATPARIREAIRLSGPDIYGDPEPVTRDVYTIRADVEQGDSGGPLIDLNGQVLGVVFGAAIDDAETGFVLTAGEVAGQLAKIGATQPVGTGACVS
TcdB GH inh – TcdB glycohydrolase inhibitors, primary screen, biochemical, single point, plate reader; Toxin B (Clostridioides difficile), P18177; 350,000 tested, 0.24% active; TcdB glycohydrolase enzymatic assay; inhibition, % at 9.99 µM; in the data active means inhibition above about 10%
BH1578 lux ind – inducers of Vibrio cholerae quorum light production without autoinducers, primary screen, BH1578 luxS cqsA deficient, single point; 350,000 tested, 0.16% active; V. cholerae BH1578 lux reporter, luminescence, 6 h; AID 588436, 2011; activation, % at 18.7 µM; in the data active means activation mostly above about 9.7%, no sharp cut-off; inconclusive means no clear call, values can overlap the other calls; inactive means mostly below about 3.7%; further: not every result past the cut was called active; inactives centre near 0; reference of the scale not given here
Y pestis TopoI – Yersinia pestis topoisomerase I inhibitors, primary screen, biochemical, cleavage product accumulation, plate reader, single point; 360,000 tested, 0.064% active; Y. pestis Topo-I cleavage product accumulation; activity, % at 10 µM; in the data active means activity above about 50%, passing the limit was not always enough; inconclusive means no clear call, values can overlap the other calls; further: inactives centre near 2
PriA SSB inh – inhibitors of Klebsiella pneumoniae PriA binding to SSB C-terminal tail, primary screen, biochemical, AlphaScreen | AID 1272365, 2023 | AlphaScreen SSBct-PriA binding, biotinylated peptide | 430,000 tested, 0.6% active | inhibition, % at 33 µM | PriA–SSB C-terminal tail interaction (Klebsiella pneumoniae); in the data active means inhibition mostly above about 37%, no sharp cut-off; inactive means mostly below about 20%;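 further: plate controls were negative control peptide for no effect and reference peptide for full effect; strong numbers were not always called active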
3CLpro inhibitor – SARS-CoV 3CLpro protease inhibitors, primary screen, biochemical, quenched FRET | recombinant SARS-CoV 3CLpro, quenched FRET peptide cleavage | Replicase polyprotein 1ab (Severe acute respiratory syndrome coronavirus), P0C6X7 | inhibition, % at 6 µM | 290,000 tested, 0.14% active | AID 1706, 2009; in the data active means inhibition above about 12%
PfHsp40 rescue – rescue of yeast from PfHsp40 toxicity, primary screen, S. cerevisiae, ATP luminescence. S. cerevisiae expressing PfHsp40, growth rescue. growth rescue, % at 12.5 µM. 340,000 tested, 0.68% active. AID 504582, 2011; in the data active means growth rescue above about 28%, passing the limit was not always enough; inconclusive means no clear call, values can overlap the other calls;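 further: yeast W303a lacking pdr1 and pdr3 grown in galactose medium; growth measured after three days at 30 °C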
DUSP3 inh – VHR1 phosphatase inhibitors, primary screen, biochemical, absorbance, uHTS | recombinant VHR phosphatase, pNPP absorbance | Dual specificity protein phosphatase 3 (Homo sapiens), P51452 | inhibition, % at 13.3 µM | AID 1654, 2009 | 290,000 tested, 0.52% active; in the data active means inhibition above about 50%; further: some compounds called inactive have numbers as strong as hits
Target sequence (P51452 whole entry, looked up): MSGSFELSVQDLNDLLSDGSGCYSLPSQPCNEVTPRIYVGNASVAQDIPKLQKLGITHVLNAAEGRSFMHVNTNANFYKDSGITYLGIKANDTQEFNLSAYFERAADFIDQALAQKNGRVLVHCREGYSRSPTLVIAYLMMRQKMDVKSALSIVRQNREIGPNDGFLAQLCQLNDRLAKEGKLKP
Numbers without * were called inactive; i = inactive; ? = inconclusive; nt = not tested or not shown; & = joins results of further samples. These rows are one share of the data, so the mix of outcomes need not match the whole.

SMILES	Anthrax LF prot	MazF activator	Rv3671c protease	TcdB GH inh	BH1578 lux ind	Y pestis TopoI	PriA SSB inh	3CLpro inhibitor	PfHsp40 rescue	DUSP3 inh
CCn1nc(C)c(CNC(=O)C2CCC(=O)N(Cc3cccc(F)c3)C2)c1C (stereo not given)	2	1	-5	1.0	-0.8	5	-22	1	3.5	19
Nc1nc(SCc2ccccc2)c2[nH]cnc2n1	4	6	-3	0.0	0.8	1	1	2	-1.2	27
Cc1ccccc1-c1nc(S(=O)(=O)c2ccccc2)c(NCCCN2CCOCC2)o1	-7	7	11	0.4	i	22	9	nt	-0.5	nt
O=S(=O)(NCC(c1cccnc1)N1CCOCC1)c1ccc(Cl)cc1 (stereo not given)	-2	8	14	-1.0	0.6	-5	-11	-4	0.8	20
COc1ccccc1NC(=O)CCc1nc(-c2cccs2)no1	-8	8	1	nt	i	-3	-14	1	?	17
N/C(=N\OC(=O)c1ccc2c(c1)OCO2)c1cccnc1	0	2	-9	0.9	5.0	-2	nt	0	1.4	6
CN(C)c1ccc(CN(C(=O)COc2ccc(Br)cc2)C2CCS(=O)(=O)C2)cc1 (stereo not given)	-21	1	-7	nt	i	29	18	0	0.0	17
CC(=O)c1c(C)[nH]c(C(=O)OCC(=O)Nc2sc3c(c2C#N)CCCC3)c1C	-1	10	-15	0.9	-0.5	6	-6	-1	-0.5	5
CN1C(=O)N(C)c2ccc(Br)c3cccc1c23	-11	11	nt	-0.5	i	3	-17	3	1.5	-1
Cc1cc(NC(=O)C2CC(c3ccc(Cl)cc3)=NO2)no1 (stereo not given)	-2	9	3	nt	i	2	-26	2	-1.0	17
Cc1[nH]c2ccccc2c1/C=N/Nc1cccc(C(=O)O)c1	-20	-2	7	0.4	i	2	nt	1	-0.6	18
CS(=O)(=O)NCc1nnc2n1-c1ccc(Cl)cc1C(c1ccccc1)=NC2	2	-10	-2	nt	i	1	4	-4	-1.3	5
O=C(CN1C(=O)c2ccccc2S1(=O)=O)NCc1ccc(F)cc1	0	2	4	0.3	0.8	5	-4	0	0.4	10
N#CCc1ccc(C(=O)c2ccccc2F)s1	2	12	2	nt	25*	-5	-3	0	-0.8	5
C#CCN1N=C(c2ccc(C)cc2)CSC1=O	nt	2	3	0.2	i	-1	-12	nt	nt	nt
C[n+]1c2n(c3ccccc31)N=C(c1cc(C(C)(C)C)c(O)c(C(C)(C)C)c1)CS2	-3	9	5	-4.9	i	14	3	1	?	4
COc1ccc2cc(-c3[nH]ncc3CN3CCCN(c4ccccc4)CC3)ccc2c1	-2	-7	2	0.1	-0.3	-2	-4	0	2.0	22
CCOC(=O)N1CCC(NC(=O)c2ccc(CS(=O)c3cccc(C)c3)o2)CC1 (stereo not given)	3	5	5	1.7	i	2	-8	-5	-0.9	19
CC(C)c1ccc(S(=O)(=O)N2CCN(CC(=O)c3ccc(O)c(O)c3)CC2)cc1	nt	nt	0	-5.2	0.0	-14	nt	-2	-0.2	-17
CC(C)CNC(=O)c1ccccc1NC(=O)CN(c1ccc2c(c1)OCCO2)S(C)(=O)=O	-4	2	-3	nt	-1.7	-3	-7	-2	0.3	-1
Cc1ccc(-n2ncc3c(=O)n(CC(=O)NC4CCCC4)cnc32)cc1C	-6	-8	-9	nt	i	-1	-11	-4	0.1	19
Cc1ccc(C)c(OCC(=O)N2CCOCC2)c1	3	-10	-2	nt	-7.9	8	-8	5	-0.3	6
NC(=O)COC(=O)c1c2c(nc3ccccc13)CCC2	-4	14	18	-0.2	i	-16	-5	2	0.4	2
Cc1ccc(-n2nc(C)c(C3(O)C(=O)N(C(C)C)c4ccccc43)c2N)cc1 (stereo not given)	-1	4	5	nt	-0.3	-5	-12	-1	0.1	0
CCOC(=O)C1(Cc2cccc(OC)c2)CCN(Cc2cnc(SC)nc2)CC1	-6	-4	-4	0.1	i	8	-11	0	-0.6	9

3 compounds picked at random from the list so far:
SMILES	Anthrax LF prot	MazF activator	Rv3671c protease	TcdB GH inh	BH1578 lux ind	Y pestis TopoI	PriA SSB inh	3CLpro inhibitor	PfHsp40 rescue	DUSP3 inh
Cc1ccc(-n2nc(C)c(C3(O)C(=O)N(C(C)C)c4ccccc43)c2N)cc1 (stereo not given)	-1	4	5	nt	-0.3	-5	-12	-1	0.1	0
N#CCc1ccc(C(=O)c2ccccc2F)s1	2	12	2	nt	25*	-5	-3	0	-0.8	5
Cc1cc(NC(=O)C2CC(c3ccc(Cl)cc3)=NO2)no1 (stereo not given)	-2	9	3	nt	i	2	-26	2	-1.0	17

The list continues.
SMILES	Anthrax LF prot	MazF activator	Rv3671c protease	TcdB GH inh	BH1578 lux ind	Y pestis TopoI	PriA SSB inh	3CLpro inhibitor	PfHsp40 rescue	DUSP3 inh
CC(C)NC(=O)CSc1nnc(-c2ccco2)n1N	-3	0	3	nt	2.8	6	1	0	0.1	23
N/C(Cc1ccc(Cl)cc1Cl)=N\OC(=O)Cc1ccccc1	-2	-11	-4	-1.0	-0.4	2	nt	2	-0.8	9
COc1ccc(Cl)cc1NC(=O)CN1C(=O)NC2(CCCC2)C1=O	-1	-15	3	0.0	-0.3	-6	0	-3	0.2	5
O=C(NCN1CCCCC1)c1cccnc1	-9	1	2	nt	0.4	0	-8	1	-0.7	-1
O=C(CN1C(=O)C2CC=CCC2C1=O)NC1=NCCS1 (stereo not given)	0	5	-8	nt	-0.3	5	-2	-7	-0.5	32
CC(C)CNC(=S)N1CCN(C)CC1	1	1	12	nt	-0.1	2	-2	5	-0.2	-11
CN1CCN(C(=O)C2=C[C@@H](C(C)(C)C)C[C@@H](OCc3ccc(CO)cc3)O2)CC1	2	-24	1	1.9&-0.2	-0.4	3	-8	5	3.2	12
COC(=O)c1ccc(NC(=O)CN2CCC(NC(=O)c3ccccc3F)CC2)cc1	3	6	nt	2.9	i	5	nt	nt	nt	nt
COc1ccc(Nc2nnc(SCC(=O)N3CCCC3)s2)cc1	-3	4	4	nt	0.5	-4	-3	0	-1.1	18
O=C1CC(N2CCCCCC2)C(=O)N1c1ccc(F)cc1 (stereo not given)	1	7	-6	0.0	i	-3	-7	2	0.7	6
CC(C)COc1ccc(-c2nnn(CC(=O)N3CCCC3)n2)cc1	-10	0	-6	nt	-5.6	31	-5	-3	1.0	2
Cc1cccc(NC(=O)c2ccc(NC(=O)c3ccccc3Br)cc2)c1	-2	26	2	2.2	-2.9	-2	-8	5	-0.4	2
O=C(Cc1cccc2ccccc12)Nc1nc2ccccc2[nH]1	3	4	-4	nt	1.0	-2	-3	2	0.4	19
CCOc1cccc(C(=O)Nc2cccc(-c3nnc(-c4ccccc4)o3)c2)c1	3	-1	-3	0.8	i	6	-5	5	-0.8	11
CN(C)c1ccc(C(=O)OCC(=O)NC2CCCCCC2)cc1	-4	4	7	2.7	-1.4	3	-13	-5	2.1	-4
Cc1ccc(NCC(=O)N/N=C/c2ccc(OC(=O)c3ccco3)cc2)cc1	-2	6	19	-0.6	i	-1	nt	4	0.7	24
O=C(COC(=O)c1ccco1)NCc1ccccc1Cl	3	8	8	nt	i	7	-10	0	-0.1	19
CNc1cncc(-c2cnn(CC(C)C)c2)n1	-2	nt	nt	0.7	i	5	nt	nt	nt	nt
O=C(N/N=C/c1cn(-c2cccs2)nc1-c1ccccc1)c1ccccc1Br	0	-5	-92	0.3	-0.1	10	nt	-3	1.1	16
CCOc1ccc(CNS(=O)(=O)c2ccc3c(c2)CC(=O)N3C)cc1	-3	11	-14	0.2	i	-2	-4	1	0.6	-1
COc1cccc(NC(=O)Nc2nc(SC(C)(C)C)ns2)c1	-3	9	-139	-0.9	0.4	-8	-16	8	1.0	15
CC1CCN(c2[nH]c(=S)c(C#N)c3c2CCCC3)CC1	1	3	3	0.9	-0.5	1	6	0	-2.1	-28
CC1Cc2nc(SCC(N)=O)n(C)c(=O)c2S1 (stereo not given)	-1	0	-1	0.6	-0.1	-10	-7	-1	-1.1	34
O=C(Cc1ccccc1)NCc1ccc2c(c1)OCO2	-1	5	-7	nt	-0.1	-8	-4	1	-0.2	12
NC(=O)CC(NC(=O)Cc1ccc(Br)cc1)c1ccc(NCCN2CCCCC2)c([N+](=O)[O-])c1 (stereo not given)	-6	2	6	0.1	-0.8	5	-8	5	-0.9	36

Single values from above.
Result for N/C(Cc1ccc(Cl)cc1Cl)=N\OC(=O)Cc1ccccc1 under BH1578 lux ind: -0.4
Result for CC1CCN(c2[nH]c(=S)c(C#N)c3c2CCCC3)CC1 under Rv3671c protease: 3

(continued)
SMILES	Anthrax LF prot	MazF activator	Rv3671c protease	TcdB GH inh	BH1578 lux ind	Y pestis TopoI	PriA SSB inh	3CLpro inhibitor	PfHsp40 rescue	DUSP3 inh
Cc1cc(C(=O)N/N=C/c2cccnc2)c(C)o1	0	0	-4	nt	-0.7	-12	nt	-11	-1.0	-7
Cc1cccc(CN2CCN(c3nc4nonc4nc3NC3CC3)CC2)c1	2	-5	-1	0.5	2.4	11	6	3	1.9	17
CCOC(=O)Cc1csc(NC(=O)c2cccs2)n1	-5	-19	-8	nt	-1.4	-6	-17	2	-0.3	4
O=C(COC(=O)c1cccnc1Cl)Nc1ncc(Cl)cc1Cl	-2	4	-9	0.9	i	7	-10	1	-1.4	-2
CC(C)n1nccc1NC(=O)Nc1ccccc1	-2	3	-9	0.2	-0.5	-8	-1	-3	-1.7	12
COc1cc(/C=C/c2ccc3cccc(OC)c3n2)c(OC(C)=O)c([N+](=O)[O-])c1	2	-14	-6	nt	-0.3	23	9	-1	-1.4	-2
CN(C)CC1CCC/C(=C\c2ccc(OC(=O)c3ccc(Cl)cc3)cc2)C1=O (stereo not given)	-2	-7	nt	-0.1	-0.8	21	2	nt	-0.9	nt
CCOC(=O)C(CCCCOc1ccc([N+](=O)[O-])cc1)C(=O)OCC	-2	-3	-5	0.9	-3.7	-2	-80	-3	0.6	30
COc1ccc(CN(C)CC(=O)Nc2cccc(S(N)(=O)=O)c2)c(OC)c1OC	-2	0	-1	0.6	i	5	-11	0	-0.8	-22
O=C(N/N=C/c1ccc(Cl)cc1)C1CC12CCC2 (stereo not given)	4	10	6	nt	-0.5	0	nt	5	-1.1	-1
COc1ccc(S(=O)(=O)Nc2ccccn2)cc1C	-3	5	8	-0.6	-0.5	4	-12	-1	-0.8	47
CCn1cc(C(=O)NCCCOC)c(=O)c2cc(S(=O)(=O)N(C)C)ccc21	-5	11	5	1.1	-1.4	8	-12	-2	-0.9	-27
Cc1nc(Nc2cccc(C(C)O)c2)c2nnn(Cc3ccc(F)cc3)c2n1 (stereo not given)	-2	-2	-3	-0.9	i	-2	-11	2	0.3	0
CC(NS(=O)(=O)c1c(N)n(C)c(=O)n(C)c1=O)c1ccccc1 (stereo not given)	-4	0	-5	-1.2	-0.5	-7	5	1	-0.6	-14
Cc1cc(C)cc(OCC(=O)Nc2cccc(-c3nc4ncccc4o3)c2)c1	-2	-6	-22	1.1	-0.4	-1	-8	-1	0.5	5
C=CCn1c(Oc2ccccc2)nc2c1c(=O)n(C)c(=O)n2C	-12	6	-4	0.8	-0.8	2	-21	4	-1.9	-3
COCCN(CCOC)C(=O)COC(=O)c1ccc(Cl)c(S(=O)(=O)N(C)c2ccccc2)c1	-2	6	-3	-0.1	0.5	16	0	-3	1.5	16
COc1ccc(NC(=O)c2cc(S(=O)(=O)N3CCCCC3)ccc2C)cc1S(=O)(=O)N1CCOCC1	0	-11	nt	1.2	-4.2	19	1	nt	1.1	nt
